Assay outcomes deposited in PubChem by several laboratories.
human PMI inhibitors: human PMI inhibitors, high substrate, primary screen, biochemical, fluorescence intensity, high mannose 6-phosphate (AID 1220). Mannose-6-phosphate isomerase (Homo sapiens). 0.66% of 190,000 active. recombinant PMI enzyme, coupled fluorescence intensity; higher % means a stronger effect. one-dose inhibition, % at 20 µM; IC50 in µM for titrated hits
RSV antiviral HEp-2: RSV antiviral activity via CPE protection, HEp-2 cells, primary 10 µM value included (AID 2391); HEp-2 cells, RSV-induced CPE inhibition; higher % means a stronger effect; CPE inhibition, % at 10 µM, or IC50 in µM where a hit was titrated; 0.13% of 310,000 active; in the data active means a potency from the dose series; inconclusive means CPE inhibition mostly from about 23% at the one dose, without a potency; inactive means the rest, 99 in 100 with CPE inhibition below about 21%; further: strong numbers were not always called active
Ins promoter up: insulin promoter activators in MIN6 cells, imaging, high-content screening, mouse beta cells | z-score at 5 µM | MIN6 insulin promoter-GFP reporter; hits give high values | 0.3% of 190,000 active;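 active means z-score above 3 at 5 µM with at least 500 cells counted in the well; inconclusive means wells under 500 cells, flagged as cytotoxic or low count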
TNAP activation fold: human TNAP enzyme activators, primary screen, biochemical, luminescent, no phosphate acceptor, uHTS (AID 1001). Alkaline phosphatase, tissue-nonspecific isozyme (Homo sapiens). 0.03% of 200,000 active. purified TNAP, luminescent activation assay, no phosphate acceptor; higher activation fold means a stronger effect. activation fold at 20 µM; hits with a dose series show EC50 in µM; in the data active means activation fold from about 3, or a potency from the dose series; inactive means the rest, 99 in 100 with activation fold below about 1.6; further: many of its hits are not listed in these tables
human PMI inhibition: inhibitors of human PMI, primary screen, biochemical, fluorescence intensity, coupled assay (AID 1209). inhibition, % at 20 µM; hits with a dose series show IC50 in µM. purified PMI enzyme, coupled fluorescence intensity; higher % means a stronger effect. Mannose-6-phosphate isomerase (Homo sapiens). 0.42% of 190,000 active;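 further: plate controls were DMSO vehicle for no effect and wells lacking substrate for full effect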
Large T inhibition: SV40 large T antigen inhibitors, biochemical (AID 1903). inhibition, % at 20 µM; hits with a dose series show IC50 in µM. SV40 large T antigen ATPase/helicase inhibition assay; higher % means a stronger effect. 0.39% of 310,000 active; in the data active means a potency from the dose series; inconclusive means inhibition mostly from about 32% at the one dose, without a potency; inactive means the rest, 99 in 100 with inhibition below about 32%; further: strong numbers were not always called active
West Nile antiviral: West Nile virus antiviral activity, cell-based, CPE readout (AID 1621). West Nile virus-infected cells, CPE inhibition; higher % means a stronger effect. CPE inhibition, % at 10 µM; hits with a dose series show IC50 in µM. 0.02% of 290,000 active; in the data active means a potency from the dose series; inconclusive means CPE inhibition mostly from about 3.7% at the one dose, without a potency; inactive means the rest, 99 in 100 with CPE inhibition below about 2.2%; further: strong numbers were not always called active
ER stress rescue: rescue of cells from ER stress-induced death, primary screen, 384-well, CSM14.1, thapsigargin, ATP luminescence (AID 1222). one-dose cellular ATP content (survival), % at 20 µM; EC50 in µM for titrated hits. CSM14.1 thapsigargin-induced death rescue, ATP luminescence; higher % means a stronger effect. 190,000 tested, under 10 active;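 active means EC50 below 50 µM in the dose-response confirmation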;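 further: death triggered by thapsigargin at about 15 µM added after 2 h compound pretreatment; cell ATP read after overnight thapsigargin exposure of roughly 18 to 22 hours; normalized against plate controls of thapsigargin alone and 5% DMSO vehicle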
Salmonella PhoP GFP: inhibitors of PhoP regulon expression, primary screen, Salmonella Typhimurium, GFP reporter (AID 1863); inhibition, % at 50 µM; hits with a dose series show IC50 in µM; 0.16% of 300,000 active; S. Typhimurium PhoP-regulated promoter GFP reporter, 4 h; higher % means a stronger effect;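 active means inhibition over 29.93%, a cutoff 3 SD above the screen mean, later confirmed by dose response; inconclusive means inhibition over 29.93% but no dose response follow-up; inactive means inhibition at most 29.93% or unconfirmed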;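 further: 0% = low Mg2+ inducing control and 100% = high Mg2+ repressing control; strong numbers were not always called active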
Ins promoter up cell count: further read-out of Ins promoter up, marked with its call; cell count; measured here: cytotoxicity, nuclei count;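 total cells summed across four imaged fields per well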
Active calls of the source: *; ? = inconclusive; . = not tested or not shown. Unless noted, no stated cut-off is given here; in the data, active means inhibition above about 50%; inactive means the rest.

nr	Molecule	human PMI inhibitors	RSV antiviral HEp-2	Ins promoter up	Ins promoter up cell count	TNAP activation fold	human PMI inhibition	Large T inhibition	West Nile antiviral	ER stress rescue	Salmonella PhoP GFP
1	O=C(CCCc1ccccc1)Nc1ccc2c(c1)OCCO2	-1%	2.0%	-0.09	1517	1.1	5%	.	-0.1%	-1.4%	.
2	Cc1ccc(NC(=O)c2ccccc2-c2ccccc2C(=O)O)cc1	-11%	1.2%	0.38	1353	1.1	-15%	18%	0.4%	-0.5%	7%
3	N#CCSc1nc2c(cc1C#N)CCCCCC2	15%	?	0.88	1319	1	18%	4%	0.1%	.	2%
4	CC1(C)SC(=S)N(/N=C/c2cccnc2)C1N(O)C(=O)Nc1ccccc1 (stereo not given)	.	.	0.52	1019	.	.	6%	0.1%	.	-2%
5	Cc1cc(C)n2c(Nc3ccc4c(c3)OCCO4)c(-c3ccco3)nc2n1	6%	.	0.45	946	1.1	2%	15%	0.1%	7.3%	7%
6	Cc1n(N)c2ccccc2[n+]1CC(=O)c1ccccc1	13%	1.4%	-0.69	1462	1.1	14%	8%	0.3%	-1.2%	-6%
7	CC(C)CCOc1ccc(C2(C)NC(=O)NC2=O)cc1 (stereo not given)	.	1.4%	.	.	.	.	0%	-0.5%	.	7%
8	CC(=O)c1cccc(NC(=O)COC(=O)c2ccccc2C)c1	.	8.9%	.	.	.	.	8%	-0.7%	.	7%
9	C=CCC(O)(CC=C)CNC(=O)C1CCC(=O)N(CCCc2ccccc2)C1 (stereo not given)	.	0.7%	.	.	.	.	4%	-0.9%	.	11%
10	CC(OC(=O)c1nsc(Cl)c1Cl)C(=O)NCCc1ccccc1 (stereo not given)	.	1.8%	.	.	.	.	11%	0.2%	.	-4%
11	COc1ccc(CCNc2nc(C)cc(C)c2C#N)cc1OC	.	1.8%	.	.	.	.	1%	-0.7%	.	7%
12	COCCn1c(C(C)C)nc2sc3ccccc3c(=O)c2c1=O	7%	-0.2%	0	1283	1.1	3%	3%	-0.2%	-1.0%	-8%
13	COc1ccccc1CCC(=O)N(C)CC(=O)Nc1ccc(Cl)c(C(F)(F)F)c1	.	?	.	.	.	.	8%	-1.4%	.	-1%
14	CS(=O)(=O)c1ccc(C(=O)Nc2ccc(-c3nc4ccccc4[nH]3)cc2)cc1	.	-2.9%	.	.	.	.	-18%	0.2%	.	8%
15	CCSc1nnc(-c2ccc(Cl)cc2)c2ccccc12	13%	14%	-0.84	1598	1	6%	19%	-0.4%	0.1%	13%

2 entries from above, screen by screen:
5) Cc1cc(C)n2c(Nc3ccc4c(c3)OCCO4)c(-c3ccco3)nc2n1
6) Cc1n(N)c2ccccc2[n+]1CC(=O)c1ccccc1
Compound	5	6
human PMI inhibitors	6%	13%
RSV antiviral HEp-2	.	1.4%
Ins promoter up	0.45	-0.69
Ins promoter up cell count	946	1462
TNAP activation fold	1.1	1.1
human PMI inhibition	2%	14%
Large T inhibition	15%	8%
West Nile antiviral	0.1%	0.3%
ER stress rescue	7.3%	-1.2%
Salmonella PhoP GFP	7%	-6%

(list continues)
nr	Molecule	human PMI inhibitors	RSV antiviral HEp-2	Ins promoter up	Ins promoter up cell count	TNAP activation fold	human PMI inhibition	Large T inhibition	West Nile antiviral	ER stress rescue	Salmonella PhoP GFP
16	O=c1cc(-c2ccc(C3CCCCC3)cc2)[nH][nH]1	-12%	1.4%	0.3	1656	1.6	-35%	27%	-0.3%	-1.3%	-7%
17	CN(C)c1ccc(N=Nc2ccccc2C(=O)OCC(=O)N2CCCC2)cc1	5%	0.1%	0.01	1466	0.7	2%	3%	0.3%	-4.7%	24%
18	CCn1nc(C)c(/C=N/NC(=S)Nc2ccc(Cl)cc2Cl)c1C	-5%	15%	-0.85	1138	1.1	-4%	18%	-1.1%	1.9%	1%
19	COC(=O)Cc1c(O)ccn(Cc2cccc(C(F)(F)F)c2)c1=O	-6%	0.7%	0.81	1417	1	-2%	21%	0.4%	-0.2%	3%
20	COCC(=O)N(Cc1cc2cc(OC)ccc2[nH]c1=O)c1ccc(C)cc1	27%	2.8%	-0.91	1248	1.1	-5%	5%	-0.1%	2.5%	-8%
21	Cc1cc(S(=O)(=O)N(Cc2ccccn2)Cc2ccco2)ccc1-n1cnnn1	4%	0.1%	-0.79	1364	1.2	-23%	7%	-0.1%	0.8%	-2%
22	CN1C(=O)C(CC(=O)N2CCN(C(c3ccccc3)c3ccccc3)CC2)N(C)C1=O (stereo not given)	4%	0.7%	0.06	1235	1.1	10%	16%	-0.2%	.	8%
23	COc1ccc(CNC(=S)Nc2ccccc2-c2ccccc2)cc1	-1%	0.8%	0.4	1272	1.1	-4%	6%	-0.8%	-2.1%	-3%
24	COc1ccc(C(=O)N2CCN(C)C(C)C2)cc1OC1CCN(C(C)=O)CC1 (stereo not given)	.	0.6%	.	.	.	.	12%	0.4%	.	2%
25	C/C(CCc1ccc2c(c1)OCO2)=N\NC(=O)c1ccc(C)cc1C	0%	-1.2%	-1.1	1181	1.1	0%	23%	-0.3%	-0.5%	0%
26	Cc1nc2ncccn2c1-c1csc(Nc2ccc(S(N)(=O)=O)cc2)n1	.	-2.4%	.	.	.	.	16%	-0.2%	.	1%
27	COc1ccc(-n2nc(C(=O)NCC(=O)NCCCN3CCC(C)CC3)c3ccccc3c2=O)cc1Cl	.	-1.2%	.	.	.	.	25%	0.0%	.	6%
28	COc1ccc(/C=N/NC(=O)c2ccccc2O)cc1CN1CCOCC1	.	0.7%	0.38	1183	.	.	6%	2.1%	.	.
29	CC(=O)Nc1ccc(C(=O)Nc2cc(C(F)(F)F)ccc2-n2cnc3ccccc32)cc1	-10%	1.5%	0.19	1091	1.1	-5%	13%	0.2%	-7.3%	2%
30	O=C(c1cccc(S(=O)(=O)N2CCCC2)c1)N1CCN(c2ccccc2F)CC1	9%	1.4%	-0.62	1339	1.1	10%	5%	0.0%	-1.0%	5%

nr	Molecule	human PMI inhibitors	RSV antiviral HEp-2	Ins promoter up	Ins promoter up cell count	TNAP activation fold	human PMI inhibition	Large T inhibition	West Nile antiviral	ER stress rescue	Salmonella PhoP GFP
31	CC(C)(CNS(=O)(=O)c1ccc2c(c1)OCCO2)N1CCOCC1	-14%	-0.3%	0.03	1150	1	-16%	13%	1.1%	4.0%	3%
32	CCOc1ccc(N(CC(=O)NCC2CCCO2)C(=O)CCC(=O)Nc2ccccn2)cc1 (stereo not given)	-6%	4.2%	.	.	1.2	-3%	21%	0.5%	-1.1%	8%
33	CN1CCN(C(CNC(=O)Nc2ccc(Cl)cc2)c2ccc(F)cc2)CC1 (stereo not given)	.	-4.0%	.	.	.	.	19%	0.0%	.	-5%
34	COc1cnn(-c2cccc(C)c2)c(=O)c1Cl	.	0.7%	.	.	.	.	14%	-0.2%	.	-1%
35	O=C(N/N=C\c1c(O)ccc2ccccc12)c1ccc(O)cc1	.	9.5%	.	.	.	.	6%	?	.	-1%
36	C=CCSc1nc(N(CC)CC)c2sccc2n1	-8%	?	-1	1595	1	-6%	14%	-0.2%	10%	0%
37	CCCCOc1ccc(C2C(C(=O)c3ccc(C)o3)=C(O)C(=O)N2Cc2ccco2)cc1 (stereo not given)	.	11%	.	.	.	.	16%	-0.9%	.	-6%
38	CCOC(=O)NN1C(=O)c2ccccc2NC1c1ccc(OC)c(OC)c1 (stereo not given)	-11%	1.0%	.	.	1.1	-10%	8%	-0.1%	0.2%	-6%
39	CCc1cc2c(NCCC(=O)O)ncnc2s1	5%	1.9%	0.03	1314	0.9	11%	6%	-0.4%	.	-2%
40	CCOC(=O)CC(NC(=O)Cc1cccs1)c1ccccc1Cl (stereo not given)	.	0.4%	.	.	.	.	10%	0.8%	.	6%
41	CCCCN(C)CCNC(=O)C(=O)c1c(C)[nH]c2ccccc12	25%	-1.1%	0.23	1101	1	7%	3%	0.1%	.	-9%
42	CC1CN(C(=O)c2cccc(COc3ccc(Br)cc3)c2)CC(C)O1 (stereo not given)	2%	-0.3%	-0.39	1313	1.2	-2%	0%	-1.6%	-6.9%	8%
43	Cn1c(SCc2ccccc2)nnc1-c1ccc2c(c1)OCO2	-13%	1.7%	1.3	1134	1.1	1%	8%	-0.1%	-3.1%	7%
44	N/C(Cc1nc(-c2ccc(F)cc2)cs1)=N\O	.	0.9%	0.67	1364	.	.	3%	0.1%	.	-1%
45	Cc1ccc2cccc(OCC(=O)NCc3ccco3)c2n1	6%	0.8%	0.9	1073	0.8	-6%	1%	0.0%	.	0%

nr	Molecule	human PMI inhibitors	RSV antiviral HEp-2	Ins promoter up	Ins promoter up cell count	TNAP activation fold	human PMI inhibition	Large T inhibition	West Nile antiviral	ER stress rescue	Salmonella PhoP GFP
46	CCOc1ccc2nc(SC(C)C(N)=O)[nH]c2c1 (stereo not given)	17%	2.9%	-1	973	1.1	0%	10%	0.6%	-1.2%	7%
47	COc1ccc(/C(C)=N/NC(=O)CNC(=O)C2COc3ccccc3O2)c(OC)c1 (stereo not given)	.	0.0%	-0.08	1010	.	.	4%	0.0%	.	15%
48	COc1ccc(F)c(CN2CCC(n3nccc3NC(=O)CCCc3ccccc3)CC2)c1	.	2.3%	.	.	.	.	29%	-0.8%	.	-3%
49	CCNc1ccc2c(Cl)cc(=O)oc2c1	-1%	1.5%	0.59	1153	1.1	6%	10%	.	.	20%
50	NC(=S)NC1CC2C=CC1C2 (stereo not given)	.	1.4%	0.13	1465	.	.	8%	-0.3%	.	-3%
51	COc1cc(C2/C(=C(/O)c3ccc(OCC(C)C)cc3)C(=O)C(=O)N2CCN(C)C)ccc1O (stereo not given)	12%	-0.2%	.	.	1	0%	4%	-0.8%	1.3%	17%
52	Cc1ccc2c(c1)N(Cc1cccc(Cl)c1)C(=O)c1cccnc1O2	20%	13%	0.37	1246	1.1	13%	2%	-1.6%	0.0%	5%
53	CCn1c2ccc(C)cc2c2nnc(SCCN3CCCCC3)nc21	.	-0.8%	.	.	.	.	21%	-0.8%	.	-3%
54	O=C(C[n+]1cc(-c2ccccc2)n2c1CCC2)Nc1nc(-c2ccccc2)cs1	-2%	-0.3%	-0.13	1467	1.2	6%	7%	1.0%	-2.2%	2%
55	COc1ccc(OC)c(C(c2c(O)nc(SC)[nH]c2=O)c2c(O)nc(SC)[nH]c2=O)c1	.	1.9%	.	.	.	.	17%	0.1%	.	-4%
56	CCOc1ccc(C(=O)Nc2cc(C)c3c(=O)oc4ccccc4c3n2)cc1	2%	1.3%	?	.	0.8	-10%	3%	0.1%	0.2%	3%
